KLF5 inhibitor: suppresses KLF5 promoter-driven expression. 0.23% of 290,000 active. AID 1700. DLD-1 KLF5 promoter-luciferase reporter, luminescence. inhibition, % at 5 µM;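 active = inhibition above a per-plate limit of that plate's mean compound inhibition plus 3 SD, cut at about 60% in these data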;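 also: 0% = DMSO wells and 100% = LY294002 at 200 µM; higher means less KLF5 promoter-driven luciferase light; inactives centre near -14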
AI-2 QS modul: Vibrio harveyi AI-2 quorum sensing modulation. Vibrio harveyi JMH597 AI-2 luminescence/OD600 ratio, 9 h; hits give low values; strain lacks LuxN and CqsS sensors; 0 = neutral-control median. activity change, % at 7.5 µM. 0.4% of 300,000 active. AID 2094; in the data active = activity change below about -75%, passing the limit was not always enough; inconclusive = no clear call, values can overlap the other calls;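 also: luminescence divided by OD600 gain over 9 h not by final OD600 alone; inactives centre near 13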
aSyn 5UTR inh: 5' untranslated region of α-synuclein, MLPCN primary screen; alpha-synuclein 5'UTR reporter, inhibitor activity; inhibition, % (tested at 7.5 µM); 0.82% of 300,000 active; in the data active = inhibition above about 60%; inconclusive = no clear call, values can overlap the other calls;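 also: H4 neuroglioblastoma cells stably carrying SNCA 5'UTR luciferase fusion; 0% = DMSO wells and 100% = positive control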
HSP90 inh: HSP90 refolding inhibition in rabbit reticulocyte lysate; luciferase refolding luminescence, 3 h; inhibition, % at 5.6 µM; 0.91% of 290,000 active; AID 1789;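 active = inhibition above the screen-wide mean plus 3 SD, computed separately per campaign, cut at about 16% in these data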;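 also: 0% = DMSO wells and 100% = 60 µM geldanamycin wells; inhibitors lower the luminescence because luciferase stays unfolded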
HIF act: HIF pathway transcriptional activation; U2OS HRE-luciferase reporter, luminescence; normalized: DMSO 0%, desferrioxamine 100%; activation, % at 7.5 µM (by protocol); 0.32% of 300,000 active;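 active = mean activation of at least 10% of the iron chelator positive control signal, with at least half of replicates also reaching 10%; inconclusive = mean and replicate majority disagree about reaching 10%; inactive = mean and most replicates under 10%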
HSF-1 act: increases HSF-1 driven luciferase reporter signal; NIH3T3-HGL HSF-1 luciferase reporter, MG132, 8 h; 100% = twice DMSO control signal; activation, % at 9 µM; 1.7% of 300,000 active; AID 504408;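 active = mean replicate activation of at least 50% with a set share of replicates each reaching 50%; inconclusive = only one of those two conditions met; inactive = mean below 50% and too few replicates reaching it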;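 also: 0% = median of the neutral control wells and 100% = twice that signal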
IEC-6 cytotox: kills IEC-6 intestinal cells in KLF5 counter-screen; 0.78% of 290,000 active; IEC-6 cytotoxicity, luminescence viability; AID 1825; inhibition, % at 5 µM; in the data active = inhibition above about 22%;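 also: 0% = plate median of test compound wells and 100% = cytotoxic reference compound wells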
HSF1 inhib: HSF1 inhibition. NIH3T3-HGL HSE-luciferase, MG132-induced, luminescence 8 h; hits give low values. activity change, negative = inhibition, % at 7.5 µM (by protocol). 0.77% of 300,000 active;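 active = more than half of replicate wells show activity change below -50%, luminescence cut by over half; inconclusive = some wells, but at most half, below -50%; inactive = no replicate well below -50%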;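 also: luciferase reports HSF-1 transcriptional activity via heat shock element; 0% = median of DMSO wells and -100% = zero luminescence signal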
Platelet DG rel: platelet dense granule release activity; AID 1663; inhibition, %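 (compounds screened at 7.5 µM in platelet-rich plasma)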; 0.22% of 300,000 active; human platelet-rich plasma, SFLLRN dense granule ATP release, luminescence;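 active = mean replicate score, as percent of positive control, at or above 50; inconclusive = mean below 50 but at least one replicate at or above 50; inactive = mean and every replicate below 50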
HDAC3 inhib: human HDAC3 inhibition | O15379 | recombinant HDAC3, fluorogenic peptide/trypsin coupled, fluorescence | inhibition, % at 8.3 µM | 0.15% of 320,000 active; in the data active = inhibition above about 26%, passing the limit was not always enough; inconclusive = no clear call, values can overlap the other calls
Target sequence (O15379 whole entry, looked up): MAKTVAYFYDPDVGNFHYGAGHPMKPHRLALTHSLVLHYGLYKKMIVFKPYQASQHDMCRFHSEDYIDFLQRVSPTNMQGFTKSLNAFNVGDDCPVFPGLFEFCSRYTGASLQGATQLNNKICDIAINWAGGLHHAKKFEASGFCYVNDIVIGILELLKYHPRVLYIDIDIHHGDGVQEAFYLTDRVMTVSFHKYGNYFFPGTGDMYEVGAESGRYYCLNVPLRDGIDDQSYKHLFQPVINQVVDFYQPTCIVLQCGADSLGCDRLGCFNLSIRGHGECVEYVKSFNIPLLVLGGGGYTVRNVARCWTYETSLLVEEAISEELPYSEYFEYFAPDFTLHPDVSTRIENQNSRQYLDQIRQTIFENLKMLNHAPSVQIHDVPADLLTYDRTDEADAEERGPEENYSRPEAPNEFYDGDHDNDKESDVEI
Numbers without * were called inactive; ? = inconclusive; . = not tested or not shown.

The first three entries, to show the layout:
SMILES | KLF5 inhibitor | AI-2 QS modul | aSyn 5UTR inh | HSP90 inh | HIF act | HSF-1 act | IEC-6 cytotox | HSF1 inhib | Platelet DG rel | HDAC3 inhib
COc1ccc(-n2cc3ccc([N+](=O)[O-])cc3n2)cc1 | -98 | 18 | -91 | 6 | 2.7 | ? | 4 | 17 | 8 | -1
CCOC(=O)C1C2C=CC(CC2)N1c1ccccc1 (stereo unspecified) | . | 18 | 10 | . | 0.1 | -4 | . | 5 | 3 | 2
CCc1ccc(/C=C/C(=O)c2c(C)cc(C)[nH]c2=O)cc1 | -16 | 33 | -35 | 4 | 1.0 | 40 | -8 | 20 | -9 | 3

Main list, previewed entries included:
SMILES | KLF5 inhibitor | AI-2 QS modul | aSyn 5UTR inh | HSP90 inh | HIF act | HSF-1 act | IEC-6 cytotox | HSF1 inhib | Platelet DG rel | HDAC3 inhib
COc1ccc(-n2cc3ccc([N+](=O)[O-])cc3n2)cc1 | -98 | 18 | -91 | 6 | 2.7 | ? | 4 | 17 | 8 | -1
CCOC(=O)C1C2C=CC(CC2)N1c1ccccc1 (stereo unspecified) | . | 18 | 10 | . | 0.1 | -4 | . | 5 | 3 | 2
CCc1ccc(/C=C/C(=O)c2c(C)cc(C)[nH]c2=O)cc1 | -16 | 33 | -35 | 4 | 1.0 | 40 | -8 | 20 | -9 | 3
CCOc1ccc(Nc2ccc(C(=O)O)cc2[N+](=O)[O-])cc1 | -28 | 41 | -9 | 12 | 0.9 | -21 | 2 | -6 | 3 | 6
CCCn1c(CC)nc([N+](=O)[O-])c1S(=O)(=O)c1ccccc1 | 3 | 21 | -14 | 5 | 2.4 | -51 | 5 | -37 | 0 | -7
Cc1cc(/C=C(\C#N)C(=O)N2CCOCC2)c(C)n1C1CCCC1 | -81 | -1 | 2 | 37* | -2.2 | -48 | 1 | -40 | -13 | -2
Cc1ccc(S(=O)(=O)C(C#N)c2nc3ccccc3nc2N2CCCC2)cc1 (stereo unspecified) | -10 | 32 | 15 | 7 | -0.3 | 26 | -3 | 4 | -3 | -15
O=C(c1cn(-c2ccccc2)nc1-c1cccs1)N1CCN(c2ccccc2)CC1 | 26 | 3 | -26 | 7 | 2.4 | 27 | 1 | 4 | 6 | -2
CCOC(=O)C1CCCN(CC(=O)Nc2cc(C)cc(C)c2)C1 (stereo unspecified) | -37 | 5 | 0 | 2 | -0.5 | -1 | -7 | 1 | -3 | ?
COc1cc(SC)ccc1C(=O)NCCc1c[nH]c2ccccc12 | -70 | 6 | -47 | 3 | 2.2 | 40 | 11 | 22 | 4 | 8
COc1ccc2[nH]cc(CCNC(=O)C3CCCNC3=O)c2c1 (stereo unspecified) | -5 | 30 | 7 | 0 | 0.0 | -7 | 2 | -4 | 5 | 0
O=C(c1cc(-c2cccc(Cl)c2)on1)N1CCc2ccccc2C1 | -24 | 22 | 11 | -2 | 0.2 | -4 | -4 | -6 | -8 | -2
Cc1cccc(OCC(=O)N(Cc2ccc(F)cc2)C2CCS(=O)(=O)C2)c1C (stereo unspecified) | -9 | 17 | 2 | 3 | . | 7 | 5 | -2 | 0 | -1
COc1ccc(C(CNc2ncnc3sccc23)N(C)C)cc1OC (stereo unspecified) | -28 | 25 | -15 | -2 | 0.1 | -11 | 0 | 0 | 6 | -4
Cc1ccc(CS(=O)(=O)CCC(=O)N2CCOCC2)cc1 | -39 | 12 | 9 | -2 | 1.5 | -12 | 0 | -23 | -1 | -8
O=C(CCC(=O)N/N=C/c1c[nH]c2ccccc12)NCc1ccccc1 | -5 | 11 | -27 | -5 | -0.5 | -2 | -3 | 1 | 3 | 3
Nc1c(NCc2ccccc2F)c(=O)[nH]c(=O)n1Cc1ccccc1 | 1 | 10 | 13 | 6 | -0.3 | 2 | 6 | 1 | -4 | -7
C/C(=N\NC(=O)Cc1ccc(Cl)cc1)c1cccc(NC(=O)c2cccnc2)c1 | -11 | -1 | . | -1 | . | . | 3 | . | . | 1
CCOC(=O)c1ccc(NC(=O)C(=O)NCc2ccco2)cc1 | -46 | 18 | -82 | -5 | 0.5 | 5 | -6 | -1 | -8 | 0
c1ccc2c(Nc3ccc4c(c3)OCCO4)c3c(nc2c1)CCC3 | -18 | 30 | 14 | 5 | 0.6 | -10 | 8 | -13 | -2 | 3
COc1ccc(-c2nnc(SCC(=O)Nc3ncc(C)s3)n2-c2ccccc2)cc1OC | 19 | 14 | -15 | 6 | 2.8 | 1 | 10 | 5 | -1 | 3
O=C(NC(=S)N1CCCCC1)C12CC3CC(CC(C3)C1)C2 | -33 | 1 | 14 | -2 | -0.3 | 1 | 3 | 2 | -8 | -3
Cc1cc(C)cc(N(CC(=O)Nc2ccccc2C(=O)N2CCOCC2)S(C)(=O)=O)c1 | -18 | 9 | 17 | -1 | ? | 3 | -3 | -5 | 14 | 1
CCCC(=O)Nc1nnc(S(=O)(=O)N2CCCCCC2)s1 | -5 | 10 | 21 | 0 | -0.1 | -1 | 6 | -5 | -20 | -11
CCOC(=O)C1=C(C)N(CCO)C(=O)NC1c1cccc(O)c1 (stereo unspecified) | 3 | 11 | . | -1 | . | . | -9 | . | . | -7
Cn1c2ccccc2c(=O)c2cc(C#CC3(O)CCCCC3)ccc21 | 59 | 14 | 77* | 72* | 0.1 | -87 | 11 | -85* | 47 | -70
COc1ccc(C)cc1NC(=O)C1CC1c1ccccc1 (stereo unspecified) | . | 7 | -15 | . | -0.6 | -3 | . | -5 | -6 | 0
Cc1nn(S(=O)(=O)c2cccc([N+](=O)[O-])c2)c(C)c1Br | -49 | 15 | -6 | 7 | -1.0 | -7 | -3 | 2 | 4 | 5
COCCN(CCOC)Cc1c(C)[nH]c2c(C)c(C)ccc2c1=O | -5 | 12 | 2 | 2 | -0.1 | 0 | -1 | -5 | 9 | 1
CN1/C(=C\C(=O)c2cncc(Br)c2)C(C)(C)c2ccccc21 | -32 | 0 | 1 | 1 | 0.5 | 2 | -2 | 0 | -1 | 3
Cc1cc2nc3c(nc2cc1C)C1(C(=O)O)CCC3(C)C1(C)C (stereo unspecified) | -11 | 21 | -2 | 3 | 0.4 | -39 | 2 | -26 | -2 | -4
O=C(O)c1cc2nc(C3CC3)cc(C(F)(F)F)n2n1 | -21 | 46 | -3 | 5 | -0.5 | -3 | -3 | -6 | 1 | 7
C=CCn1c(SCC(=O)c2c(N)n(C)c(=O)n(C)c2=O)nnc1-c1ccccc1F | -15 | 0 | 8 | 0 | -0.1 | -4 | 2 | -6 | -9 | -8
COC(=O)c1sc2ncccc2c1OCc1ccc(Cl)cc1Cl | -7 | 4 | -5 | -2 | -0.8 | 26 | 1 | 0 | 4 | -2
CN(CCc1ccccn1)C(=O)Nc1ccc(Cl)cc1 | 4 | 3 | -61 | 3 | 1.4 | -2 | 3 | 0 | 5 | 0
CC(=O)Nc1cccc(OCc2ccc(F)cc2)c1 | -53 | 33 | 3 | 2 | 0.2 | -14 | 3 | 0 | 2 | -4
CCOC(=O)C(C)Oc1cccc2c(=O)n(CC(=O)NCc3ccco3)ccc12 (stereo unspecified) | 77* | 42 | 73* | -1 | 0.6 | -7 | 77* | -11 | -2 | 3
COc1ccc(NC(=O)c2sc3nc(-c4cccnc4)ccc3c2N)cc1OC | -23 | 34 | -22 | 2 | 3.2 | 2 | -2 | -4 | 15 | -1
COCCOC(=O)c1c(C)oc2ccc(OCc3cc(C(=O)OC)oc3C)cc12 | -14 | 17 | 32 | 2 | -0.1 | -4 | 0 | 0 | -8 | 6
COc1ccc(NC(=O)c2cn(C)c(=O)c3cc(OC)c(OC)cc23)cc1OC | -2 | -7 | 6 | 2 | 0.8 | -25 | 8 | 1 | -2 | 2
O=C1c2cc([N+](=O)[O-])cc3cc([N+](=O)[O-])cc(c23)C(=O)N1c1ccccn1 | -34 | 26 | -35 | -5 | 0.5 | 124* | 6 | 92 | 5 | -2
COc1ccc(NC(=O)c2cccc(N3C(=O)NC4CC3(C)Oc3ccccc34)c2)cc1 (stereo unspecified) | -4 | 29 | 3 | 6 | -0.1 | 3 | 2 | 1 | 4 | 6
O=C(CNc1cccc2ccccc12)N/N=C/c1ccc(OC(=O)/C=C/c2ccco2)cc1 | -11 | 35 | -24 | 5 | -0.3 | 43 | -16 | 28 | 0 | .
CC(=O)Nc1nonc1-c1nc2ccccc2n1Cc1nnc(C)o1 | -29 | 23 | -19 | -1 | -0.2 | 9 | -2 | -3 | 8 | -4
CC1CN(CCOCCSc2ccc(Cl)cc2)CC(C)O1 (stereo unspecified) | -19 | 11 | 16 | -4 | 0.0 | 16 | -7 | -1 | 1 | -2
N#C/C(=C/c1cn[nH]c1-c1ccc(Br)cc1)C(=O)O | -12 | -2 | -19 | 1 | -0.1 | -13 | 4 | -7 | 5 | 2
C=CCC1NS(=O)(=O)OCC1NC(=O)OCC(Cl)(Cl)Cl (stereo unspecified) | -16 | 8 | 6 | -1 | 0.0 | 12 | 4 | -4 | -1 | 0
COc1ccc(/C=C\c2onc(C)c2S(=O)(=O)N2CCC(C(=O)NCc3ccco3)CC2)cc1 | -11 | 25 | 17 | -2 | 0.0 | 8 | -3 | 12 | 2 | 4
Cc1cc(C)c(Cc2c(C)nc3c(C(=O)NCc4ccco4)cnn3c2C)c(C)c1 | -14 | 4 | 7 | 6 | -0.7 | 7 | -1 | 6 | 3 | 0
Cc1ccc(CS(=O)Cc2ccc(C(=O)NC3CCCCCC3)o2)cc1 (stereo unspecified) | -21 | 17 | 3 | 1 | 0.0 | -2 | -1 | 3 | 3 | 0

Next section.
SMILES | KLF5 inhibitor | AI-2 QS modul | aSyn 5UTR inh | HSP90 inh | HIF act | HSF-1 act | IEC-6 cytotox | HSF1 inhib | Platelet DG rel | HDAC3 inhib
CCOC(=O)Cn1nc(C(F)F)c(Br)c1C | -5 | 8 | -19 | -2 | -0.6 | -4 | -6 | -4 | 11 | 4
CCOc1cc(C(=O)CCC(=O)OCC(=O)N2c3ccccc3NC(=O)C2(C)C)ccc1O | -25 | 6 | 2 | -1 | 0.0 | -7 | 2 | -2 | -1 | 0
O=C(NC1C/C(=N/O)c2cc3c(cc21)OCO3)C(F)(F)F (stereo unspecified) | -30 | 29 | -2 | 1 | -0.6 | 2 | -4 | 2 | 11 | 0
C=CCNC(=S)NNC(=O)C(CCCC)CC(C)O (stereo unspecified) | 4 | 1 | -2 | 1 | -0.3 | -4 | 1 | -5 | 5 | -3
COc1ccc(C2=NOC(C(=O)NCc3cccs3)C2)cc1 (stereo unspecified) | 11 | 8 | -46 | -3 | 5.6 | 22 | 22 | -5 | 0 | 9
CCCCC1=CC2=C(c3ccco3)C(=O)C(C)(OC(=O)c3ccc(OC)cc3)C(=O)C2=CN1Cc1ccco1 (stereo unspecified) | . | 30 | 11 | . | -0.4 | -52 | . | ? | 3 | 10
CC(Oc1ccc(-c2ccccc2)c(F)c1)c1ccn(S(=O)(=O)c2cccc3ccccc23)n1 (stereo unspecified) | 12 | 27 | -2 | 1 | -0.9 | 8 | 4 | 0 | 1 | 6
CC(=O)Nc1ccc(NS(=O)(=O)c2ccc(-c3cnc(C4CC4)o3)cc2)cc1 | -13 | -2 | -9 | -2 | 0.1 | -14 | 5 | -2 | 4 | .
